Bioassay records as filed in PubChem.
Integrin act MD: qHTS for Activators of Integrin-Mediated Alleviation for Muscular Dystrophy. alpha7betagal myoblasts, beta-gal FDG fluorescence, 48 h. Potency, µM (series often up to 38.3 µM), for the others: at the highest dose activation, most hits filed as activators. 0.064% of 350,000 active. AID 624291, 2012;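 also: potency is read from the fitted curve at half-maximal effect; 100% = response of the positive control SU9516; nearly all actives have a fitted effect of over 60% in size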
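alpha7betagal+/- myoblasts (passage 13, 250/well) treated 48 h at 37C with compounds at 1:260 dilution of DMSO stock. Lysed, then beta-galactosidase activity read as FDG fluorescence (ex 480/em 540) after 30 min, with pre-read for autofluorescence.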
MBNL1 CUG block: qHTS Assay for Inhibitors of MBNL1-poly(CUG) RNA binding | Muscleblind-like protein 1 (Homo sapiens), Q9NR56 | TR-FRET MBNL1-His/biotin-(CUG)12 binding, 665/545 ratio | Potency, µM (doses to about 57.5 µM), for the others: at the top dose activity change, negative = inhibition, most hits filed as inhibitors | 0.036% of 280,000 active | AID 2675, 2010; active = well fitted inhibition curve with a large enough effect in the signal ratio, with a control signal flat, not every such curve was filed as active; inconclusive = small, poorly fitted or top-dose-only effect, or effect the other way, or a change in a side signal; inactive = no such curve, though single readings can be large or run the other way; the % refers to the signal ratio; also: potency is read from the fitted curve at half-maximal effect; % is scaled to controls: 0 for no effect and ±100 for the full control effect
Target sequence (Q9NR56 whole entry, looked up): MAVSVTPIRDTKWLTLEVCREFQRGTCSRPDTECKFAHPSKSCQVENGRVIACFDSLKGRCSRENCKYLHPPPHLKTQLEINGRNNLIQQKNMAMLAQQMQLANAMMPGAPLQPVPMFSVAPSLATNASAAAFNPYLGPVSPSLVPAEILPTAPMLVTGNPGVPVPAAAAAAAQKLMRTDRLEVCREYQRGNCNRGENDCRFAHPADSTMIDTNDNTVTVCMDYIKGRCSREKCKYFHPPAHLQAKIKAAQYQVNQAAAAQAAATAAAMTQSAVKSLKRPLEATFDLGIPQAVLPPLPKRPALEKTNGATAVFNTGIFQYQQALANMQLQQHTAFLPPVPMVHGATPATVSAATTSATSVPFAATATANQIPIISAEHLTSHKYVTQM
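MBNL1-His + Biotin-(CUG)12, cpd titration 92 nM–58 uM; Tb anti-His Ab 0.055 ng/ul, SA-XL665 5 nM (final); 60 min RT; ratiometric 665/545 nm, Ex 340 nm; normalized to buffer and full-complex controls.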
KCNH2 WT inh: qHTS for Inhibitors of KCHN2 3.1: Wildtype qHTS | Voltage-gated inwardly rectifying potassium channel KCNH2 (Homo sapiens), Q12809 | 0.37% of 340,000 active | U2OS, BacMam KCNH2, thallium flux FluxOr; stronger effect = lower value | activity change, % at 1.84 µM;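 active = maximum activity change below -70%; inconclusive = maximum activity change between -70% and -50%; inactive = maximum activity change above -50%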; also: % is scaled to controls: 0 for no effect and ±100 for the full control effect
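U2OS cells transduced with wild-type KCNH2 virus are loaded with FluxOr dye for 45 min, and thallium flux is measured in kinetic reads before and after stimulation buffer. Rate constants are normalized to DMSO controls.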
AT treatment: qHTS Assay for Identifying a Potential Treatment of Ataxia-Telangiectasia; Potency, µM (titrated, usually from 57.5 µM), inactives show at the top dose activation, actives largely listed as activators; 0.19% of 320,000 active; […] A-T fibroblasts, KAP-1 phosphorylation AlphaLISA; neocarzinostatin DNA damage 30 min before lysis; AID 485349, 2010; also: potency is read from the fitted curve at half-maximal effect; % of control where 0% means no effect; nearly all actives have a fitted effect of over 45% in size
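hTERT-immortalized A-T patient fibroblasts ([…]), 500 cells/well in OPTI-MEM, 1% FBS, got compounds for 60 min, then NCS for 30 min at 37C. Lysates were then assayed for phospho-KAP-1 by AlphaLISA (anti-pKAP1 donor, anti-KAP1 acceptor beads), 6 hr at 25C.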
TRPV1 agonist: HTS Assay for Compounds that Act as Agonists of the Vanilloid Receptor 1; TRPV1-expressing cells, Fluo-8 calcium influx, agonist mode; Transient receptor potential cation channel subfamily V member 1 (Homo sapiens), Q8NER1; 0.19% of 320,000 active; activation, % at 8.33 µM; in the data active = activation above about 80%; inconclusive = between about 30% and that limit; also: 0% is about no effect
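Cells expressing TRPV1 were dye-loaded with Fluo-8 and read kinetically: 10 s baseline, 3 min after compound (agonist portion), then 2 min after EC20 capsaicin (allosteric enhancer portion). Calcium-bound dye fluorescence at 480/520 nm.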
FBPA coupling cs: qHTS Assay for Inhibitors of Fructose-1,6-bisphosphate Aldolase from Giardia Lamblia: Coupling assay counterscreen. 0.67% of 290,000 active. activity change, negative = inhibition, % at 58.2 µM, hits read low. coupling enzyme system counterscreen, AmpLite Red fluorescence; in the data active = activity change below about -30%; also: % is scaled to controls: 0 for no effect and ±100 for the full control effect
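Activity here indicates interference with the coupling reaction, not aldolase inhibition. Compounds at 57.5 uM final met coupling enzymes for 10 min at RT; substrate and AmpLite Red detection followed, with a 525/598 nm fluorescence read after 20 min.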
S-ASM inh: Inhibitors of Secretory Acid Sphingomyelinase (S-ASM): qHTS | Sphingomyelin phosphodiesterase (Homo sapiens), P17405 | placental ASM, HMU-PC fluorogenic substrate, 60 min | Potency, µM (highest dose often 57.5 µM), for the others: at the top dose activity change, negative = inhibition, hits mostly inhibitors | 0.006% of 340,000 active | AID 504937, 2011; also: potency is read from the fitted curve at half-maximal effect
Target sequence (P17405 47-631 limits assumed): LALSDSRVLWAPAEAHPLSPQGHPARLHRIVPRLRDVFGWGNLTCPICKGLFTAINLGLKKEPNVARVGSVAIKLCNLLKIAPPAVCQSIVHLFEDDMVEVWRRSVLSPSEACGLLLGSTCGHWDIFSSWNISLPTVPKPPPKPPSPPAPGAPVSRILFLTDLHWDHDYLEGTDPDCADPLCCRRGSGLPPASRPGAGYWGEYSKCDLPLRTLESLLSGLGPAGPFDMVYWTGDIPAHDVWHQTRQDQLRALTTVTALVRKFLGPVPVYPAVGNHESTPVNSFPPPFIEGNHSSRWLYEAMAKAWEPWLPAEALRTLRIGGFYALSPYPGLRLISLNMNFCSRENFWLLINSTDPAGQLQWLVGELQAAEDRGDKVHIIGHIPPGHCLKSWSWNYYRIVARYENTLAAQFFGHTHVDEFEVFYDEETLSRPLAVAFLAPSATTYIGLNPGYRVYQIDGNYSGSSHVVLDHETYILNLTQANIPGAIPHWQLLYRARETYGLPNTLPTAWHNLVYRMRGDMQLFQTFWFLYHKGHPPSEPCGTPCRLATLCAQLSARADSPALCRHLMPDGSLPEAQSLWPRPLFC
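Fluorogenic HMU-PC substrate (9 uM final) is turned over by placental ASM in 60 min at 37 C after a 10 min compound preincubation. Reaction ended by alkaline stop (pH 10), with fluorescence read at 386/447 nm.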
GALK inhibitor: qHTS Assay for Inhibitors of Human Galactokinase (GALK) | Purified GALK, Kinase-Glo residual ATP luminescence | Potency, µM (top dose mostly 57.5 µM), without a hit: top-dose activity change, negative = inhibition, usual class: inhibitors | 0.007% of 270,000 active | AID 1868, 2009; also: potency is read from the fitted curve at half-maximal effect; % is scaled to controls: 0 for no effect and ±100 for the full control effect
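Human GALK (5 nM) with 35 uM ATP and 100 uM galactose in 20 mM HEPES pH 8.0, 5 mM MgCl2, 60 mM NaCl, 1 mM DTT, 0.01% BSA. After 1 h at room temperature, leftover ATP was read by Kinase-Glo Plus luminescence.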
CXXC DNA block: qHTS Fluorescence Polarization Assay for Inhibitors of MLL CXXC domain - DNA interaction; Histone-lysine N-methyltransferase 2A (Homo sapiens), Q03164; MLL-CXXC / FITC-HOXA9 DNA fluorescence polarization; Potency, µM (series often up to 115 µM), inactives show top-dose activity change, negative = inhibition, actives largely listed as inhibitors; 0.037% of 290,000 active; active = well fitted inhibition curve with a large enough effect in the polarisation, with a control signal flat, not every such curve was filed as active; inconclusive = small, poorly fitted or top-dose-only effect, or effect the other way, or a change in a side signal; inactive = no such curve, though single readings can be large or run the other way; the % refers to the polarisation; also: potency is read from the fitted curve at half-maximal effect
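Fluorescence polarization: 7 uM MLL-CXXC (stock) preincubated 5 min with compounds, then 50 nM fluorescein-HOX-A9 DNA (stock) added; 30 min ambient. Buffer 50 mM Tris-HCl pH 7.5, 50 mM NaCl, 1 mM DTT, 0.05% BSA.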
KCNH2 3.1 block: qHTS for Inhibitors of KCHN2 3.1: Mutant qHTS; Potassium voltage-gated channel subfamily H member 2, brain isoform KCNH2 3.1 (human); 0.95% of 340,000 active; U2OS KCNH2 3.1, thallium flux FluxOr; stronger effect = lower value; activity change, % (tested at about 1.8 µM);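 active = maximum activity change below -70%; inconclusive = maximum activity change from -70% to -50%; inactive = maximum activity change above -50%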;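 also: thallium influx rate constant from kinetic fluorescence after stimulation buffer; % is scaled to controls: 0 for no effect and ±100 for the full control effect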
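Thallium flux read-out: FluxOr dye with Red40 quencher in HBSS/HEPES, 45 min at RT. Rate constants from kinetic reads were normalized to positive and negative DMSO controls. Cells: U2OS virally expressing the 3.1 isoform.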
An asterisk follows results filed as active; i = inactive; ? = inconclusive; . = no result given; [ ] = remark or other dose. Unless noted, calls follow the shape of the dose curve; as a rule, active = well fitted curve in the direction sought with a large enough effect; inconclusive = small, poorly fitted or top-dose-only effect, or another doubt; inactive = no such curve, though single readings can be large; an effect the other way counts as inactive or inconclusive.

SMILES	Integrin act MD	MBNL1 CUG block	TRPV1 agonist	FBPA coupling cs	AT treatment	CXXC DNA block	KCNH2 3.1 block	S-ASM inh	GALK inhibitor	KCNH2 WT inh
COC(=O)c1ccc(N/C(C)=C/C(=O)c2ccc(C)o2)cc1	-3%	5%	-1	-2	-1%	10%	5	5%	1%	-3
CCn1nnnc1NC(=O)c1cc(Cl)c(OC)c(Cl)c1	0%	-7%	1	-1	-3%	-2%	10	0%	-1%	-2
O=C(Oc1cccc(-c2cnc3ccccc3n2)c1)c1ccco1	11%	?	5	0	3%	137%[activator]	-2	-4%	.	-3
O=C(Cc1c(F)cccc1Cl)OCN1C(=O)c2ccccc2C1=O	-19%	0%	-2	-2	16%	4%	5	-2%	12%	2
COc1ccc(NC(=O)CS(=O)(=O)c2cn(CC(=O)N(C(C)C)C(C)C)c3ccccc23)c(OC)c1	-4%	2%	0	.	-3%	17%	.	-1%	4%	17
Cc1onc(-c2ccccc2)c1C(=O)N(C)CC(=O)Nc1ccc(F)c(F)c1F	-1%	.	.	.	4%	.	8	4%	.	4
Cc1[nH]c2c(C)cccc2c1CN1CCC(CO)(Cc2ccccc2)CC1	-37%	-5%	2	-11	?	17%	-25	0%	0%	28
Cc1c(NC(=O)CN2C(=O)c3ccccc3S2(=O)=O)c(=O)n(-c2ccccc2)n1C	4%	15%	-4	2	.	14%	6	4%	-1%	0
CCC(C)Sc1nc2ccccc2c(=O)[nH]1 (configuration not stated)	-9%	-6%	1	3	2%	-15%	45	-5%	0%	2
CC(=O)c1c(C)[nH]c(C(=O)OC(C)C(=O)Nc2ccc(C)c(S(=O)(=O)N3CCOCC3)c2)c1C (configuration not stated)	12%	.	-2	.	1%	.	29	-4%	.	4
COc1ccc(S(=O)(=O)N2CCCC2)cc1OC	9%	-4%	2	4	4%	-6%	-7	9%	0%	12
Cc1occc1C(=O)NNC(=S)Nc1cccc([N+](=O)[O-])c1	-5%	?	2	0	-8%	-21%	-8	1%	0%	2

Next part.
SMILES	Integrin act MD	MBNL1 CUG block	TRPV1 agonist	FBPA coupling cs	AT treatment	CXXC DNA block	KCNH2 3.1 block	S-ASM inh	GALK inhibitor	KCNH2 WT inh
C=C(C)c1cc2c(ccc3ccc(=O)oc32)o1	20%	.	.	.	21%	.	2	87%[activator]	.	-3
C/C(=N\NC(=O)c1cccc(F)c1)c1ccc(NC(=O)Cc2ccccc2)cc1	2%	-7%	0	.	-2%	-3%	1	-2%	0%	10
CCNC(=O)n1nccc1C(C)Oc1ccc(Cl)cc1 (configuration not stated)	1%	7%	15	1	6%	0%	28	0%	-2%	7
Cc1ccc(-c2csc(C(C#N)=C(O)CN3CCN(C(=O)c4ccco4)CC3)n2)cc1	-12%	.	.	.	.	.	-24	-6%	.	-5
Cc1ccc(NC(=S)N2CCOCC2)c(C)c1	-5%	6%	4	0	-8%	4%	0	1%	2%	1
C#CCOCCOCCOCCNc1nc(N2CCN(C(=O)[C@H](CCCCN)n3cc(CN)nn3)CC2)nc(N2CCN(C(=O)[C@H](CCC(=O)O)n3cc([C@@H](N)CCSC)nn3)CC2)n1	-6%	.	.	.	19%	.	8	0%	.	0
O=C(CSc1cccc[n+]1[O-])Nc1cc2c(cc1Cl)C(=O)c1ccccc1C2=O	-20%	?	0	0	-3%	-1%	-13	-5%	1%	-12
CSc1ncc(C(=O)Nc2ccccc2F)c(-c2ccccc2)n1	19%	18%	1	1	-8%	-7%	-3	0%	0%	1
O=C(CN1CCN(c2ccccc2)CC1)Nc1nnc(-c2ccccc2)s1	10%	3%	-2	0	3%	3%	1	-1%	5%	11
COc1ccc(NS(=O)(=O)c2cc(NC(=O)CC(C)(C)C)ccc2N2CCCC2)cc1	-11%	.	3	.	-6%	.	1	-1%	.	-2
COc1cccc(NC(=O)CN(C)C(=O)CCCc2nc3ccccc3s2)c1	23%	.	25	.	9%	.	-9	4%	.	-1
C=CCn1c(SCC(=O)NCc2ccco2)nc2sc(C)c(C)c2c1=O	-14%	.	.	.	.	.	-2	2%	.	3

The results go on.
SMILES	Integrin act MD	MBNL1 CUG block	TRPV1 agonist	FBPA coupling cs	AT treatment	CXXC DNA block	KCNH2 3.1 block	S-ASM inh	GALK inhibitor	KCNH2 WT inh
O=C(O)c1c2c(nc3ccccc13)/C(=C/c1ccc(O)cc1)CCC2	-2%	.	2	3	2%	-2%	-28	8%	-7%	.
Fc1ccc(OCCCCCn2ccnc2)cc1	8%	8%	1	1	6%	9%	-32	4%	0%	23
COc1ccc(OC)c(C(c2nnnn2C2CCCC2)N2CCN(c3ccccc3)CC2)c1 (configuration not stated)	-18%	9%	7	0	-8%	2%	-22	-2%	1%	7
CC1CCCC(CC(N)=O)CC1 (configuration not stated)	13%	.	.	.	.	.	-2	1%	.	2
Cc1cccc(N(C)S(=O)(=O)c2ccc(-c3cnc(C4CC4)o3)cc2)c1	-55%	-3%	?	.	2%	2%	2	-10%	-2%	.
CC(C)c1ccc(N(C(=O)c2ccco2)C(C(=O)NC2CCCC2)c2cccnc2)cc1 (configuration not stated)	0%	-3%	16	-1	1%	-6%	20	0%	0%	0
Cc1ccc2nc(CSc3nnc(Nc4ccccc4C)s3)cc(=O)n2c1	8%	?	-4	-1	2%	1%	7	2%	1%	2
c1ccc(Cn2cc(-c3ccccc3)cn2)cc1	8%	.	2	.	15%	.	-7	5%	.	-2
COc1ccc(CC(=O)NCc2nnc(SCc3ccc(C)cc3)n2C)cc1	-15%	-7%[11.5 µM]	-6	-3	0%	-12%	8	-3%	.	i
Cc1ccc(C(=O)N/N=C\c2cccc(OC(=O)c3cccc(F)c3)c2)cn1	-7%	12%	11	0	-2%	136%[activator]	0	-4%	-2%	3
COCc1cc(N2CCOCC2)nc(-c2ccccc2)n1	-6%	-1%	11	0	-2%	-4%	4	1%	11%	0
COc1ccccc1CC(=O)O/N=C(\N)c1cccc([N+](=O)[O-])c1	15%	?	3	1	-6%	-1%	-19	-1%	0%	-7

New compounds follow
SMILES	Integrin act MD	MBNL1 CUG block	TRPV1 agonist	FBPA coupling cs	AT treatment	CXXC DNA block	KCNH2 3.1 block	S-ASM inh	GALK inhibitor	KCNH2 WT inh
Cn1cccc1C1C(C#N)=C(N)OC2=C1C(=O)CC(C)(C)C2 (configuration not stated)	8%	2%	-1	1	-9%	-19%	0	-1%	5%	4
S=C(NCC1CCCO1)N1CCc2ccccc2C1 (configuration not stated)	-4%	0%	10	.	8%	3%	2	5%	0%	16
Cc1ccc(CCNC(=O)c2ccc(CS(=O)(=O)c3ccccc3C)o2)cc1	33%	-9%	-7	.	1%	33%[activator]	-17	-2%	-1%	-6
Cc1ccc2[nH]c(O)c(N=NC(=O)C3CC3c3ccccc3)c2c1Br (configuration not stated)	-51%[inhibitor]	-9%	6	1	?	3%	-16	.	-1%	-7
CC1Cc2cc(S(=O)(=O)CCC(=O)NCc3ccco3)ccc2N1C(=O)C1CC1 (configuration not stated)	-6%	6%	0	-5	-2%	6%	-2	3%	0%	3
CC(C)=CCSc1nnc([C@@H](NC(=O)OC(C)(C)C)C(C)C)o1	13%	-4%	?	1	3%	-1%	5	0%	-1%	11
CC(=O)N(Cc1ccco1)C1(C(=O)NC2CCCCC2)CCCCC1	-2%	-9%	9	4	3%	-7%	-36	1%	1%	-8
CC(c1ccccc1)C1CC(=O)N(Cc2ccco2)C1=O (configuration not stated)	-35%	3%	3	1	6%	-9%	1	0%	-4%	-8
Cc1onc(-c2c(F)cccc2Cl)c1C(=O)OCC(=O)Nc1cccc(S(=O)(=O)N(C)C)c1	-36%	.	.	.	.	.	6	-1%	.	-3
COC(=O)c1ccc(COc2ccccc2/C=C(\C#N)C(=O)Nc2ccc(C)cc2)cc1	2%	.	17	4	2%	-21%	-3	-1%	-3%	-2
COc1ccc(CN(C)S(=O)(=O)c2nnc(NC(=O)c3ccccc3OC)s2)cc1OC	4%	4%	1	-5	3%	-17%	3	-2%	7%	0

An unsorted share of the library. About 2% of those tested had a hit in this group.
